ATXN2 expr inh = reduces ATXN2 reporter expression in HEK-293 cells. Potency, µM (top dose mostly 57 µM), for inactives: top-dose activity change, negative = inhibition, hits mostly inhibitors. 360,000 tested, 0.72% active. AID 1745845. HEK-293 ATXN2-luciferase reporter, luminescence, 24 h; note: potency is the fitted concentration of half-maximal effect; % is set by controls: 0 for no effect and ±100 for the full control effect; nearly all actives have a fitted effect of over 55% in size
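qHTS (up to 57 uM final) was run with 24 h compound exposure of reporter cells at 37 °C. Each well was multiplexed: SteadyGlo luminescence measured ATXN2-luciferase expression after a fluorogenic Gly-Phe-AFC viability readout (25 uM final).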
IL-1B inflam inh = blocks inflammasome-driven IL-1 beta release. THP-1 LPS/ATP IL-1B secretion, AlphaLISA, 16 h; active compounds read low. 360,000 tested, 4.7% active. activity change, % at 57.5 µM; in the data active = activity change below about -50%; inconclusive = mostly about -30% to -49%; note: % is set by controls: 0 for no effect and ±100 for the full control effect
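THP-1 cells pretreated 1 hr with compounds (up to 57.5 uM final), then stimulated with LPS (250 ng/mL final) plus ATP (1.25 mM final); secreted IL-1B measured by AlphaLISA after 16 hr, decreased signal indicating inhibition.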
ATXN viability = reduces viability in counter-screen for ATXN expression inhibitors; S2 cells (HEK-293 line with an ATXN2-luciferase reporter) viability, CellTiter-Fluor protease fluorescence, 24 h; Potency, µM (doses to about 56.7 µM), usual class: cytotoxic; 400,000 tested, 0.49% active; note: potency is the fitted concentration of half-maximal effect; nearly all actives have a fitted effect of over 40% in size
HepG2 tox = kills HepG2 cells in TGF-b inhibitor counter-screen; HepG2 CAGA-GFP viability, ATP luminescence, 18 h; Potency, µM (top dose mostly 46.1 µM), for inactives: at the highest dose activity change, negative = cytotoxicity, usual class: cytotoxic; 410,000 tested, 0.76% active; AID 588856; note: potency is the fitted concentration of half-maximal effect; some results filed as inactive show a strong effect at the top dose
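HepG2 CAGA-GFP cells (1000/well, DMEM with 1% FBS) received compound, then TGF-beta at 500 pg/mL final, and were incubated 18 hours at 37 degrees C. Viability was read by CellTiter-Glo luminescence. Media-only wells were set as complete cell-killing and DMSO as no toxicity.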
HT1080 IDH1KD tx = HT-1080 IDH1 knockdown cell toxicity (counter line); HT-1080 IDH1 knockdown viability, ATP luminescence, 48 h; Potency, µM (titrated, usually from 46.1 µM), for inactives: top-dose activity, negative = toxicity, most hits filed as cytotoxic; 360,000 tested, 2% active; AID 686971;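 note: potency is the fitted concentration of half-maximal effect; 0% = DMSO wells and -100% = cell-free medium wells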
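Luminescent ATP read-out (CellTiter-Glo, 10 min at room temperature) after 48 h compound exposure at 37 °C gave viability of IDH1-knockdown HT-1080 cells. Activity was normalised to DMSO and cell-free wells, then fitted as concentration-response curves.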
SW480 rereplic = DNA re-replication induction in SW480 cells | SW480 DNA re-replication, Hoechst DNA content imaging, 48 h | Potency, µM (titrated, usually from 46.1 µM), for inactives: top-dose re-replication activation, usual class: activators | 340,000 tested, 1.8% active; note: potency is the fitted concentration of half-maximal effect; % of control where 0% means no effect; nearly all actives have a fitted effect of over 55% in size
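Image-based DNA-content assay: after two days of treatment, nuclei were labelled with the DNA dye Hoechst and imaged, and hits were compounds raising the count of nuclei showing high fluorescence intensity.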
MCF10A rerep = inducers of DNA re-replication in MCF 10A breast cells; AID 624296; MCF 10A DNA re-replication, Hoechst nuclear intensity, 48 h; Potency, µM (doses to about 46.1 µM), for the others: at the highest dose activity, positive = re-replication, most hits filed as activators; 350,000 tested, 2.9% active; note: potency is the fitted concentration of half-maximal effect; % of control where 0% means no effect; nearly all actives have a fitted effect of over 50% in size
KB-3-1 cytotox = KB-3-1 parental cell cytotoxicity | 400,000 tested, 1.4% active | Potency, µM (highest dose often 46.1 µM), for the others: at the highest dose activity change, negative = cytotoxic, usual class: cytotoxic | KB-3-1 viability, CellTiter-Glo ATP luminescence, 72 h | AID 1347075; note: potency is the fitted concentration of half-maximal effect; % is set by controls: 0 for no effect and ±100 for the full control effect; nearly all actives have a fitted effect of over 60% in size
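72 h, 37 °C compound treatment of KB-3-1 parental cells; CellTiter-Glo added, 10 min, luminescence read. Data corrected against DMSO-only plates and normalized before curve fitting.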
HT1080-NT tox = kills 2HG-producing HT-1080-NT fibrosarcoma cells | HT-1080-NT fibrosarcoma viability, CellTiter-Glo ATP luminescence, 48 h | Potency, µM (titrated, usually from 46.1 µM), for inactives: top-dose activity, negative = less viability, most hits filed as cytotoxic | 360,000 tested, 1.6% active;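 note: NT is the 2HG producing partner of a matched IDH1 knockdown line; potency is the fitted concentration of half-maximal effect; 0% = DMSO-treated cells and -100% = media-only wells without cells; nearly all actives have a fitted effect of over 55% in size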
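A 48-hour cytotoxicity screen used HT-1080-NT cells plated 2 hours before compound delivery. ATP-based CellTiter-Glo luminescence measured viability, normalized to DMSO and no-cell controls.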
The depositor's hits bear a star; i = inactive; ? = inconclusive; nt = not tested or not shown; [ ] = another dose, or the depositor's remark. Unless noted, calls come from the whole dose curve; as a rule, active = well fitted curve in the direction sought with a large enough effect; inconclusive = small, poorly fitted or top-dose-only effect, or another doubt; inactive = no such curve, though single readings can be large; an effect the other way counts as inactive or inconclusive. Not a hit list (roughly 8.9% active in at least one column).

No.	Structure	SW480 rereplic	IL-1B inflam inh	HepG2 tox	ATXN2 expr inh	KB-3-1 cytotox	ATXN viability	HT1080 IDH1KD tx	HT1080-NT tox	MCF10A rerep
1	Cc1nnsc1C(=O)Nc1ccc(S(=O)(=O)N2CCCCC2C)cc1 (stereo unspecified)	0%	0	-21%	-21%	-4%	i	-18%	-3%	14%
2	CCOc1ccccc1NC(=O)C(=O)Nc1ccc2nc3n(c(=O)c2c1)CCCCC3	nt	nt	-7%	11%	7%	i	nt	nt	nt
3	CC(C)COC(=O)N(C)C[C@@H]1OCc2cnnn2CCCC(=O)N([C@@H](C)CO)C[C@H]1C	nt	12	-14%	9%	7%	i	0%	8%	nt
4	O=C(CN(C(=O)c1csnn1)c1cccc(Cl)c1)NCCc1ccccc1	-17%	-21	-59%	-14%	0%	i	-1%	1%	5%
5	O=S(=O)(Nc1cc(Cl)ccc1-n1cncn1)c1ccccc1Cl	-8%	31	-14%	5%	?	i	-6%	-2%	5%
6	O=C(O)C1CCCCC1C(=O)Nc1ccc2c(c1)CCC2 (stereo unspecified)	0%	13	-12%	-2%	2%	i	4%	9%	16%
7	O=C(NNC(=O)C1C2CCC(C2)C1C(=O)O)c1ccc(Cl)cc1 (stereo unspecified)	-5%	-1	-9%	31%	-6%	i	-23%	0%	-4%
8	CCN(CC(O)COCc1ccc(Cl)cc1)C1CCCCC1 (stereo unspecified)	-22%	-19	0%	21%	-6%	i	-12%	-19%	1%[9.22 µM]
9	Cc1ccc(C2CCN(C(=S)Nc3cccc(Cl)c3)C2)cc1 (stereo unspecified)	-2%	?	-50%	nt	4%	i	6%	26%	?
10	COc1ccc(OCCOc2ccc(C)nc2[N+](=O)[O-])cc1	?	0	11%	49%[activator]	-8%	i	-1%	-3%	1%
11	CCCN(CCC)S(=O)(=O)c1ccc(C(=O)Nc2ccc(OCC(=O)N3CCOCC3)cc2)cc1	-15%	15	-12%	nt	-7%	nt	?	-1%	12%
12	C=CCn1c(=S)[nH]c2ccccc2c1=O	-2%	25	1%	1%	15%	i	1%	2%	26%
13	CCCCC(CCC(=O)O)(C(=O)OCC)c1csc(Nc2ccccc2)n1 (stereo unspecified)	17%	32	-1%	-10%	24%	i	-6%	-1%	-10%
14	Cc1csc(SC(C)C(=O)Nc2ccc(F)cc2Cl)n1 (stereo unspecified)	-1%	12	-3%	-3%	-16%	i	3%	0%	0%
15	CCc1ccc(N=C2NC(=O)/C(=C/c3cc(OC)c(O)c(OC)c3)S2)cc1	11%	11	-78%	nt	0%	?	-11%	-3%	?
16	Cc1c(Cl)cccc1NC(=S)N1CCN(c2ccccn2)CC1	13%	7	6%	nt	0%	i	14%	11%	1%
17	CCCOC(=O)CC1C(=O)NCCN1Cc1ccccc1C (stereo unspecified)	-18%	7	-39%	1%	16%	i	11%	19%	1%
18	N/C(Cc1ccc(Cl)c(Cl)c1)=N\OC(=O)c1cccs1	6%	-4	-43%	-13%	10%	i	?	?	3%
19	O=C(NC1CCCCC1)c1c2c(nc3ccccc13)CCC2	-1%	-8	10%	-10%	-2%	i	-11%	-6%	4%
20	CSC1CCCCC1(O)CSc1nc2c(cc1C#N)CCCC2 (stereo unspecified)	3%	32	-5%	1%	3%	i	-4%	-3%	22%
21	O=C(Cn1nc(Cl)nc1Cl)c1ccc([N+](=O)[O-])cc1	-8%	0	-16%	-1%	15%	i	4%	1%	-1%
22	Cc1ccc(S(=O)(=O)/N=C(/NC(=S)Nc2cccc(C)c2)c2ccccc2)cc1	-2%	8	-18%	30%	-11%	i	-1%	-2%	10%
23	CC1CCN(c2cc(=O)n(C3CCCCC3)c(=O)[nH]2)CC1	-13%	19	-4%	8%	6%	i	7%	-2%	-2%
24	Cc1ccc(C(=O)N/C(=C\c2ccc(Cl)cc2)C(=O)NCCCN2CCOCC2)cc1	5%	-3	3%	-7%	3%	i	3%	-1%	2%
25	CCOc1ccccc1N1CCN(Cc2cnc(-c3ccccc3)[nH]2)CC1	8%	?	-41%	-30%	14%	?	-17%	-4%	7%
26	Cc1cc(-c2ccc(C(C)C)c(S(=O)(=O)N3CCN(c4ccccc4)CC3)c2)on1	6.5µM*	31	-3%	-28%	5.8µM*	i	1.8µM*	1.5µM*	?
27	CCN(CC)C(=O)C1=C(C)N(Cc2ccc(C(C)(C)C)cc2)C(=O)C(CC(=O)NCc2cccc3ccccc23)C1 (stereo unspecified)	nt	?	-27%	?	?	nt	?	?	nt
28	CCN(CC)c1ccc2cc(C(=O)O)c(=O)oc2c1	nt	-2	-4%	13%	3%	nt	-15%	-10%	nt
29	C=CCN1C(=O)c2ccc(C(=O)NCCc3ccc(OC)c(OC)c3)cc2C1=O	4%	-3	-1%	0%	0%	i	-1%	0%	0%
30	CCOc1ccc(NC(=O)COc2ccc3c(c2)OCO3)cc1	-2%	-18	13%	-6%	-11%	i	?	-28%	16%
31	O=C(Nc1ccccc1C(F)(F)F)c1cc(S(=O)(=O)N2CCOCC2)ccc1F	1%	-17	-2%	-4%	-2%	i	8%	1%	-2%
32	Cc1cc(=O)n(C(NC(=O)c2ccccc2)C(=O)c2ccccc2)cn1 (stereo unspecified)	-1%	26	0%	6%	14%	i	7%	1%	29%
33	O=c1[nH]c(-c2ccc3c(c2)OCO3)nc2c1sc(=S)n2-c1ccccc1	1%	59	9%	-8%[11.3 µM]	-3%	i	0%	1%	-1%
34	COc1ccc(N2CC(C(=O)O)CC2=O)cc1 (stereo unspecified)	-2%	-3	-1%	3%	-1%	i	6%	6%	0%
35	CC(=O)Nc1ccccc1NC(=O)C/C(C)=N/NC(=O)c1ccccn1	1%	-6	-10%	35%[activator]	-1%	i	10%	-1%	3%
36	Cc1cc(-n2cnc(-c3cn[nH]c3C)n2)no1	-3%	16	-5%	10%	17%	i	4%	14%	-2%
37	O=C(Nc1ccc(F)cc1)Nc1ccc(Cl)cn1	-3%	0	-6%	8%	0%	?	?	?	7%
38	CCN(c1ccc(OC)cc1)S(=O)(=O)c1ccc2[nH]c(=O)ccc2c1	nt	nt	-15%	2%	5%	i	nt	nt	nt
39	Cc1ccc(C)c(S(=O)(=O)NCCOc2nc(NC(C)C)nc(NC(C)C)n2)c1	11%	-6	-10%	0%	3%	i	-6%	-3%	?
40	Cc1ccc(C)c(NC(=O)Cn2c(=O)ccc3cc(S(=O)(=O)N4CCCC4)ccc32)c1	nt	nt	-20%	5%	1%	i	nt	nt	nt
41	CCOC(=O)c1cc(-c2ccccc2)sc1NC(=O)C(C)OC(=O)c1cccc(S(=O)(=O)N(C)C)c1 (stereo unspecified)	-2%	?	1%	-1%	2%	i	17%	8%	?
42	COc1ccc(NC(=O)Nc2nnc(CC(=O)Nc3ccccc3)s2)cc1	-1%	-3	-13%	-8%	15%	i	0%	1%	-18%
43	CC(C)C[C@H](NC(=O)N1CCCCCC1)C(=O)O	-4%	0	-21%	nt	4%	i	9%	1%	-4%
44	COc1ccc(-c2nnc(SCC(=O)N(C)Cc3ccccc3)o2)cc1OC	nt	nt	-38%	3%	3%	i	nt	nt	nt
45	CCN1CCOC(CC(=O)Nc2cccc([N+](=O)[O-])c2)C1=O (stereo unspecified)	109%	nt	-12%	13%	-4%	i	2%	11%	21µM*
46	COc1ccc(S(=O)(=O)N2CCN(CCC(=O)Nc3ccc(F)cc3)CC2)cc1	?	-7	-2%	-19%	?	i	-2%	-1%	8%
47	CC(C(=O)Nc1ccc2c(c1)OCO2)N(c1ccc(Cl)cc1)S(C)(=O)=O (stereo unspecified)	13%	-17	-6%	-20%	-3%	i	0%	-5%	-4%
48	COc1ccc(NC(=O)CCS(=O)(=O)c2nc(-c3ccc4c(c3)OCO4)cc(C(F)(F)F)n2)c(OC)c1	nt	nt	7%	12%	6%	i	nt	nt	nt
49	CC(=O)CSc1nc2c(c(=O)[nH]c(=O)n2C)n1CCCc1ccccc1	3%	36	-14%	0%	8%	i	-19%	-4%	5%
50	O=C1C(Cc2cccc([N+](=O)[O-])c2)S/C(=N/N=C/c2ccco2)N1c1ccccc1 (stereo unspecified)	nt	0	4%	6%	0%	i	9%	9%	-3%
51	COc1ccc(S(=O)(=O)N2CCOCC2)cc1NC(=O)CSc1ccc(F)cc1	-9%	9	9%	-22%	9%	i	0%	16%	-6%
52	Cn1ccnc1SCC(=O)NC1CCCCC1	-3%	43	0%	7%	-4%	i	15%	10%	16%
53	CC(=O)Nc1ccccc1C(=O)C(=O)Nc1ccc(C)c(C)c1	1%	-10	6%	33%[11.3 µM]	1%	i	16%	8%	4%
54	CCOc1ccc(NC(=O)CCC(=O)NNC(=O)COc2ccc(C)cc2)cc1	-1%	-13	-12%	-16%	-4%	i	-16%	-26%	-4%
55	O=C(NNC(=O)C1CC(c2cccnc2)=NO1)Nc1cccc(F)c1 (stereo unspecified)	-3%	-8	4%	-10%	0%	i	-1%	-1%	4%
56	CCN(CC)C(=O)C1=C(C)N(Cc2ccccc2)C(=O)C(CC(=O)NCc2ccco2)C1 (stereo unspecified)	nt	-7	2%	5%	11%	?	10%	2%	nt
57	CCOc1cc(CNc2ccc(O)cc2)cc(Cl)c1OCc1ccccc1	nt	nt	-95%	32µM*	-12%	22µM*	nt	nt	nt
58	O=C(NCCO)c1ccc(-c2nnc(Nc3ccc(OC(F)(F)Cl)cc3)c3ccccc23)cc1	nt	nt	-78%	?	-11%	i	nt	nt	nt
59	O=C(NC1CCCC1)C(c1ccccc1)n1c(-c2cccc3ccccc23)nc2ccccc21 (stereo unspecified)	nt	22	nt	nt	-24%	nt	?	?	nt

High-throughput results from PubChem BioAssay.
